GLA spleen mod = qHTS Assay for Inhibitors and Activators of Human alpha-Galactosidase From Spleen Homogenate; Alpha-galactosidase A (Homo sapiens), P06280; human spleen homogenate, 4MU-alpha-Gal fluorescence, 40 min; Potency, µM (highest dose often 80 µM), for inactives: top-dose activity change, negative = inhibition, hits mostly inhibitors; actives 0.008% (n = 240,000);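 also: 0% = enzyme with vehicle and -100% = no enzyme basal signal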
Target sequence (P06280 32-429 limits assumed): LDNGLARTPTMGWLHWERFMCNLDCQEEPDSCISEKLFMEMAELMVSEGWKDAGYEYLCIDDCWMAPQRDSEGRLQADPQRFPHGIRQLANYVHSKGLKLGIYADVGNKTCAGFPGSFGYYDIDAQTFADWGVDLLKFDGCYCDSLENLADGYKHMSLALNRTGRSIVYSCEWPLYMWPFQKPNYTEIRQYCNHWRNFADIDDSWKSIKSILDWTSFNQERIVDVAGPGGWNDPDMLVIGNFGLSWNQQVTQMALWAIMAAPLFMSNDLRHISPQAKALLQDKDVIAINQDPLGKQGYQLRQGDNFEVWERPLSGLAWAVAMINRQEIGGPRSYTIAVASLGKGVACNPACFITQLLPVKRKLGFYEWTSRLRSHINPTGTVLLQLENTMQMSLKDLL
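qHTS titration in buffer at pH 5.0. Alpha-galactosidase activity in spleen homogenate was measured via 4-methylumbelliferone release from 1 mM fluorogenic substrate after 40 min at 37C and a pH 10 stop. AC50 came from Hill fits of control-normalized data.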
GAA inh = qHTS Assay for Inhibitors of Human alpha-Glucosidase as a Potential Chaperone Treatment of Pompe Disease | purified human GAA, 4-MU-alpha-glucoside fluorescence | Potency, µM (titrated, usually from 76.9 µM), for the others: at the top dose activity change, negative = inhibition, actives largely listed as inhibitors | actives 0.005% (n = 200,000);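 also: plate controls were uninhibited enzyme wells for no effect and no-enzyme background for full effect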
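Enzyme (4 nM final) mixed with compound (up to 77 uM), then 4-MU-alpha-D-pyranoside (400 uM final) added; 20 min at room temperature, pH 5.0. Reaction stopped at pH 10, fluorescence read, AC50 derived by Hill fit.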
Tau fluor counter = Counterscreen qHTS for Inhibitors of Tau Fibril Formation, Fluorescence Polarization; tau K18 P301L (four-repeat tau fragment) Alexa594 fluorescence, heparin fibrillization; Potency, µM (doses to about 57.7 µM), for inactives: at the highest dose activity change, negative = decrease; actives 0.93% (n = 280,000); AID 1463, 2008; also: % is scaled to controls: 0 for no effect and ±100 for the full control effect; nearly all actives have a fitted effect of over 55% in size
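Human K18 P301L tau (15 uM unlabeled plus 0.24 uM Alexa 594-labeled, final) in 100 mM sodium acetate pH 7 was mixed with compound and 20 uM heparin and incubated 6 hr at 37 C.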
GAA glycogen = qHTS Assay for Inhibitors and Activators of Human alpha-Glucosidase Cleavage of Glycogen | Lysosomal alpha-glucosidase (Homo sapiens), P10253 | recombinant GAA, glycogen substrate, Amplex Red glucose oxidase fluorescence | Potency, µM (series often up to 76.4 µM), for inactives: at the highest dose activity change, negative = inhibition, hits mostly inhibitors | actives 0.38% (n = 300,000) | AID 2100, 2009;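 also: 0% = full enzyme reaction and -100% = no-enzyme basal signal; the screen sought inhibitors and activators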
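Recombinant human enzyme (4 nM); glycogen substrate; 37 C, 40 min, pH 5.0. Readout: coupled glucose oxidase/Amplex Red fluorescence.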
Epigenetic reg = Quantitative High-Throughput Screen for Regulators of Epigenetic Control | murine LDR cells, GFP reporter derepression, 30 h | Potency, µM (series often up to 53.9 µM), inactives show at the highest dose GFP activation, most hits filed as activators | actives 0.2% (n = 280,000) | AID 1865, 2009; also: % of control where 0% means no effect; nearly all actives have a fitted effect of over 60% in size
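GFP-positive cell count by laser-scanning cytometry (objects 20–120 um) after 30 h, 37 C compound exposure of murine LDR cells; reporter is CMV-GFP integrated at a silenced locus, inducible by HDAC or DNMT inhibitors.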
NPSR antag = qHTS Assay for Antagonists of the Neuropeptide S Receptor: cAMP Signal Transduction. Q6W5P4. CHO-NPSR cells, cAMP TR-FRET, antagonist mode. Potency, µM (highest dose often 38.3 µM), for inactives: top-dose activity change, negative = inhibition, usual class: inhibitors. actives 1% (n = 220,000). AID 1461, 2008; also: % is scaled to controls: 0 for no effect and ±100 for the full control effect; nearly all actives have a fitted effect of over 50% in size; many of its hits are not listed in these tables
Target sequence (Q6W5P4 whole entry, looked up): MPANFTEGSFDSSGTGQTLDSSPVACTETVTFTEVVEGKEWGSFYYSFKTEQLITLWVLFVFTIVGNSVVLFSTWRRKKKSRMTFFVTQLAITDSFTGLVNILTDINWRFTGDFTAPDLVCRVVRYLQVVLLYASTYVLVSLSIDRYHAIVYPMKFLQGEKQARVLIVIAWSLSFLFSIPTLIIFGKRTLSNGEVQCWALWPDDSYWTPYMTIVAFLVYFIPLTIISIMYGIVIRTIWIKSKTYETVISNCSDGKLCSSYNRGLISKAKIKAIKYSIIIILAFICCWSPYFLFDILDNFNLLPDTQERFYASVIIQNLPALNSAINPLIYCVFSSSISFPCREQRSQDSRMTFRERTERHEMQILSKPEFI
GAA spleen mod = qHTS Assay for Inhibitors and Activators of Human alpha-Glucosidase From Spleen Homogenate. AID 2112, 2009. Lysosomal alpha-glucosidase (Homo sapiens), P10253. Potency, µM (doses to about 79.9 µM), inactives show top-dose activity change, negative = inhibition, actives largely listed as inhibitors. human spleen homogenate, 4-MU-alpha-glucoside fluorescence. actives 0.006% (n = 240,000);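 also: 0% = enzyme with vehicle and -100% = no enzyme basal signal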
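Human spleen homogenate (1 ug) incubated with compounds and 1 mM 4-methylumbelliferyl-alpha-D-glucopyranoside in pH 5.0 citrate/phosphate buffer, 37 C, 40 min. Stopped at pH 10; 4-MU fluorescence (Ex 365/Em 440 nm); AC50 by Hill fit.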
ALDH1A1 block = qHTS Assay for Inhibitors of Aldehyde Dehydrogenase 1 (ALDH1A1). Aldehyde dehydrogenase 1A1 (Homo sapiens), P00352. Purified ALDH1A1, NADH fluorescence, propionaldehyde substrate. Potency, µM (top dose mostly 75.3 µM), inactives show at the top dose activity, negative = inhibition, hits mostly inhibitors. actives 7.3% (n = 220,000); active = well fitted inhibition curve with a large enough effect, not every such curve was filed as active; inconclusive = small, poorly fitted or top-dose-only effect, or another doubt; inactive = no such curve, though single readings can be large or run the other way;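 also: plate controls were no enzyme wells and a reference inhibitor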
Starred values were filed as active, the others as inactive; u = inconclusive; x = no result given; [ ] = another dose, or the depositor's remark. Unless noted, calls follow the shape of the dose curve; as a rule, active = well fitted curve in the direction sought with a large enough effect; inconclusive = small, poorly fitted or top-dose-only effect, or another doubt; inactive = no such curve, though single readings can be large; an effect the other way counts as inactive or inconclusive. Potency is read from the fitted curve at half-maximal effect. Some of the compounds tested; rates above refer to the full screens.

A first look:
SMILES	GLA spleen mod	GAA inh	Tau fluor counter	GAA glycogen	Epigenetic reg	NPSR antag	GAA spleen mod	ALDH1A1 block
CCCCN(C)C(=O)c1nc2ccccn2c1CNC1CCC1	7%	u	5%	-11%	1.6%	9%	8%	-6%
CC(C)NCC(O)COCc1ccc(Cl)cc1 (stereo unspecified)	-6%	1%	5%	-3%	-4.2%	2%[46.1 µM]	-2%	12%

The listing, from the start:
SMILES	GLA spleen mod	GAA inh	Tau fluor counter	GAA glycogen	Epigenetic reg	NPSR antag	GAA spleen mod	ALDH1A1 block
CCCCN(C)C(=O)c1nc2ccccn2c1CNC1CCC1	7%	u	5%	-11%	1.6%	9%	8%	-6%
CC(C)NCC(O)COCc1ccc(Cl)cc1 (stereo unspecified)	-6%	1%	5%	-3%	-4.2%	2%[46.1 µM]	-2%	12%
O=C(CSc1nn(-c2ccc(F)cc2)c(=S)s1)NCC1CCCO1 (stereo unspecified)	-5%	-1%	-18%	-12%	6.7%	-7%	-8%	7%
COc1ccc(CNc2nc3c(c(=O)n(Cc4ccc(F)cc4)c(=O)n3C)n2C)cc1	0%	-6%	u	-8%	-1.1%	-13%[46.1 µM]	-2%	u
Cn1c(=O)c2c(nc(CN3CCN(C(=O)c4ccco4)CC3)n2Cc2ccc(F)cc2)n(C)c1=O	0%	4%	3%	-5%	0.7%	-19%[46.1 µM]	0%	20µM*
O=C1NCCN(Cc2ccc(-c3ccccc3)cc2)C1CC(=O)N1CCN(CCO)CC1 (stereo unspecified)	9%	-3%	-6%	-13%	-1.0%	-16%	9%	4%
COc1ccc2c(C)cc3nncn3c2c1	0%	-2%	2%	-9%	-1.5%	3%	-2%	-1%
CCC1(CC)Cc2ccccc2C(=C(C#N)C#N)N1	2%	1%	-12%	0%	-1.8%	1%[46.1 µM]	7%	-12%
COc1ccc(OC)c(NC(=O)Cn2cc(C#N)c3cc(Br)ccc32)c1	4%	-5%	-30%	7%	-1.0%	u	0%	2%
Cc1ccccc1C(=O)Nn1c(C)ccc1C	-10%	1%	-13%	9%	1.1%	-12%	-2%	10%
CCC(C(=O)O)c1ccccc1 (stereo unspecified)	-8%	x	-8%	x	-1.3%	x	-3%	9%
COCCN(C(=O)COc1ccccc1)c1nnc(-c2cccnc2)s1	9%	4%	0%	4%	0.0%	3%[46.1 µM]	0%	6%
O=C(NC(=S)N1CCCCC1)c1cccs1	-5%	-10%	3%	8%	4.6%	-8%	2%	u
Cc1[nH]nc2c1C(c1ccsc1)C1=C(CC(C)(C)CC1=O)N2 (stereo unspecified)	4%	10%	-1%	-17%	-3.0%	-21%	2%	u
COc1cc(Br)cc(CN2CCN(C=O)CC2)c1O	3%	1%	2%	u	-1.0%	2%[46.1 µM]	1%	-8%
COCCNC(=S)NNC(=O)c1cccs1	6%	-14%	6%	u	3.4%	17%	5%	7%
COc1cccc(/C(C)=N/NC(=O)c2ccc(N(C)C)cc2)c1	-1%	-3%	-13%	-20%	-2.1%	-9%[46.1 µM]	1%	u
CC(=O)NCCCOc1ccc([N+](=O)[O-])cc1Cl	2%	x	2%	3%	-2.1%	9%	0%	x
CCN=c1scc(C)n1/N=C/c1cc(Br)c(O)c(OC)c1	4%	-1%	u	-10%	0.0%	-3%	7%	u
CCN(CC)CC(O)Cn1c(-c2cccc(Cl)c2)nc2cc(C)c(C)cc21 (stereo unspecified)	-1%	x	-4%	7%	0.1%	-7%	-5%	x
O=C(CNC(=O)c1ccncc1)N/N=C/c1ccc(O)cc1O	-4%	u	-4%	-2%	1.1%	-15%	-10%	4%
C/C(=N\NC(=O)CNc1cccc(C)c1)c1ccc(Br)s1	5%	1%	u	-6%	-0.1%	-14%	-1%	-1%
CCN(CC)c1ccc(NC(=O)COC(=O)C23CCC(=O)N2c2ccccc2S3)cc1 (stereo unspecified)	-3%	7%	-20%	-7%	-0.7%	-17%[46.1 µM]	-17%	u
COc1ccc(NC(=O)C2CCCN(c3c4c(nc5ncnn35)CCC4)C2)cc1OC (stereo unspecified)	-1%	-4%	-5%	2%	-1.0%	12%[46.1 µM]	-5%	2%
CCOC(=O)N1CCC(Nc2c(-c3ccccc3)c(=O)c2=O)CC1	2%	-6%	-17%	9%	5.9%	-18%[46.1 µM]	1%	-14%
CCOc1ccc(/C=C/C(=O)c2ccc(-c3ccccc3)cc2)cc1	-6%	2%	-15%	2%	3.2%	-3%	-2%	-10%
Cn1c(C(=O)N2CCCC(C(=O)O)C2)cc2sccc21 (stereo unspecified)	-3%	1%	-11%	7%	2.4%	-8%[46.1 µM]	-4%	8%
COc1ccc(-c2nc(C3CCCCC3)no2)cc1OC	14%	-14%	-22%	0%	-0.9%	-18%[46.1 µM]	12%	22µM*
CC(=O)N1C=CN(C(C)=O)C(c2cn(C)c3ccccc23)C1c1cn(C)c2ccccc12 (stereo unspecified)	6%	-9%	-17%	-2%	0.0%	-25%[46.1 µM]	-9%	u
Cc1cccc2nc(CSc3ccc(Cl)cc3)cn12	-3%	u	-14%	6%	1.1%	-46%	0%	-10%

Exported in CSV form: four of the compounds above
canonical_smiles,GLA spleen mod,GAA inh,Tau fluor counter,GAA glycogen,Epigenetic reg,NPSR antag,GAA spleen mod,ALDH1A1 block
C/C(=N\NC(=O)CNc1cccc(C)c1)c1ccc(Br)s1,5%,1%,u,-6%,-0.1%,-14%,-1%,-1%
CCN(CC)c1ccc(NC(=O)COC(=O)C23CCC(=O)N2c2ccccc2S3)cc1 (stereo unspecified),-3%,7%,-20%,-7%,-0.7%,-17%[46.1 µM],-17%,u
COc1ccc(NC(=O)C2CCCN(c3c4c(nc5ncnn35)CCC4)C2)cc1OC (stereo unspecified),-1%,-4%,-5%,2%,-1.0%,12%[46.1 µM],-5%,2%
CCOC(=O)N1CCC(Nc2c(-c3ccccc3)c(=O)c2=O)CC1,2%,-6%,-17%,9%,5.9%,-18%[46.1 µM],1%,-14%

Later entries:
SMILES	GLA spleen mod	GAA inh	Tau fluor counter	GAA glycogen	Epigenetic reg	NPSR antag	GAA spleen mod	ALDH1A1 block
CN1CCNC(=O)C1CC(=O)NCC1(c2ccccc2)CCCCC1 (stereo unspecified)	-5%	-2%	-4%	5%	4.3%	-20%	-3%	16µM*
CCN(C(=O)c1coc(=O)c2ccccc12)c1cc(OC)ccc1OC	4%	u	-14%	x	1.8%	-12%[46.1 µM]	1%	-8%
CC1=C(C(=O)Nc2ccccc2)C(c2sccc2C)n2nnnc2N1 (stereo unspecified)	1%	1%	-4%	-4%	-1.8%	-3%[46.1 µM]	2%	0.35µM*
CCOCCCNC(=O)C(c1ccc(Cl)cc1)N(Cc1cccs1)C(=O)CNC(C)=O (stereo unspecified)	1%	-5%	-3%	-3%	-1.1%	18%	-3%	-5%
CC(C)C(c1nnnn1CCc1ccccc1)N1CCSCC1 (stereo unspecified)	-2%	11%	5%[2.34 µM]	4%	-1.1%	17%	-4%	u
C[C@@H]1OC2C3=C(C(=O)[C@H]4O[C@@H]4[C@H]3O)[C@@H]1[C@H]1[C@H](C)OC=C3[C@H](O)[C@H]4O[C@H]4/C(=N\OCc4ccccc4)[C@@]321	-3%[17.5 µM]	x	-7%[11.6 µM]	x	4.2%[10.1 µM]	x	-6%[17.4 µM]	-1%[13.5 µM]
O=C(COC(=O)/C=C/c1ccco1)Nc1ncc(Cl)cc1Cl	2%	0%	7%	-1%	-3.8%	2%	4%	-11%
O=C(CNC(=S)N(Cc1ccccc1)Cc1ccccc1F)NCCc1ccccc1	-11%	-6%	-21%	-5%	-2.2%	-50%	-16%	u
COc1cccc(C2C(C(=O)Nc3ccc(C)cc3C)=C(C)Nc3ncnn32)c1OC (stereo unspecified)	-5%	-1%	-4%	-3%	-2.9%	-4%[46.1 µM]	-6%	-6%
CC(=O)Nc1ccc(S(=O)(=O)NC(C(=O)O)C2=CCC=CC2)cc1 (stereo unspecified)	5%	8%	2%	1%	0.0%	11%[46.1 µM]	0%	-5%
Cc1[nH][nH]c(=O)c1C=NCc1cccc(C(F)(F)F)c1	-7%	-7%	2%	-5%	-2.4%	12%	x	1%
Cc1ccc(C(O)(c2ccccc2)c2ccccc2C(C)N(C)C)c(C)c1 (stereo unspecified)	-5%	2%	-1%	-2%	3.1%	-23%[46.1 µM]	-11%	4%
O=C(/C=C/c1cccc([N+](=O)[O-])c1)c1ccccc1	3%	x	-8%	x	-1.1%	x	-7%	-4%
CC(C)CC(NC(N)=O)C(=O)OCC(=O)Nc1ccc(OC(F)F)cc1 (stereo unspecified)	-6%	1%	-4%	11%	-5.1%	12%	-12%	4%
CCc1nnc(NC(=O)C2=CCN(S(=O)(=O)c3ccc(F)cc3)CC2)s1	9%	x	7%	5%	-3.1%	-4%	-4%	x
COc1ccc(Nc2ccc(N3C(=O)CCCC3=O)cc2[N+](=O)[O-])cc1OC	-1%	-6%	-2%	-5%	-0.9%	-5%	-5%	9%
Cc1ccccc1NC(=O)CSC1=C(C#N)C(c2ccsc2)CC(=O)N1 (stereo unspecified)	5%	-1%	-13%	1%	4.9%	-13%[46.1 µM]	-2%	u
COC(=O)CN(c1cc([N+](=O)[O-])ccc1OC)S(C)(=O)=O	2%	x	-12%	5%	-0.2%	-29%	1%	u
O/N=C/c1ccc2cccc(O)c2n1	2%	x	2%	-7%	-1.8%	7%	-11%	x
CC(c1ccc(F)cc1)n1c(-c2cccs2)n[nH]c1=S (stereo unspecified)	0%	7%	-8%	u	-2.1%	-22%	1%	u
O=S(=O)(c1ccc(F)c(F)c1F)N1CCN(C(=S)NCc2ccccc2)CC1	1%	-5%	-12%	1%	-2.7%	-9%	-7%	-3%
CN(C)C(=O)CN1CCN(c2nc3nonc3nc2N2CCCCC2)CC1	-3%	-7%	1%	9%	7.2%	15%	-1%	0%
Cc1cc2oc(=O)cc(-c3ccccc3)c2c(C)c1-c1ccc(C#N)cc1	2%[119 µM]	x	-4%[81.3 µM]	x	0.0%	x	-14%[119 µM]	13µM*
COc1ccc(-c2cc(C(=O)N3CCN(c4ccccc4)CC3)c3ccccc3n2)cc1OC	3%	-5%	-21%	-10%	-6.7%	u	-7%	u

High-throughput results deposited in PubChem BioAssay by National Center for Advancing Translational Sciences (NCATS).
